INS-1E GSIS act: primary screen for activators of insulin secretion dependent on glucose, INS-1E cells, GLuc reporter luminescence; INS-1E GLuc reporter insulin secretion, 2-3 h; activation, % at 16.6 µM; hit rate 0.61% among 370,000;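 active = lowest replicate activation of at least 40%, so every replicate reaches that level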;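 note: 0% = median of neutral control wells and 100% = median of IBMX positive control wells; some compounds called inactive have numbers as strong as hits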
ARNT-TACC3 inh: ARNT/TACC3 interaction disruption. Q9Y6A5. AlphaScreen His-ARNT PAS-B/GST-TACC3 binding, luminescence; TACC3 fragment carries E629A point mutation. inhibition, % at 9.99 µM. hit rate 0.66% among 390,000;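 active = mean inhibition of replicates at least 50% and at least half of replicates each reaching 50%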;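 note: 0% = complete ARNT plus TACC3 wells and 100% = ARNT alone without TACC3; many hits fall short of the cut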
Cneo AK release: Cryptococcus neoformans lysis via adenylate kinase release. C. neoformans lysis, adenylate kinase release luminescence, 4 h; normalised: neutral wells 0, clomiphene wells 100. lysis activity, % at 15 µM. hit rate 0.2% among 360,000;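 active = mean lysis activity across replicates of at least 80%, whatever share of replicates individually reach that level; inactive = mean lysis activity below 80%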
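Material: C. neoformans cells | Amount: Yeast cell density of 5 × 10^6 cells/mL | Medium: Fresh YPD growth medium | Dosing: Single dose | Times: Static 4 h at 37 °C with compound, 1 h detection | Detection: AK luminescence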
LGR2 inh: Drosophila LGR2 receptor signaling inhibition. HEK293 LGR2, CRE-luciferase, bursicon-stimulated, 4 h. inhibition, % at 9.99 µM. hit rate 0.35% among 380,000;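 active = drop in luminescence signal, shown as inhibition above about 50% in the replicate tests, limit read from the data, passing the limit was not always enough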;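 note: agonist challenge used bursicon conditioned medium at about half maximal strength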
PGC1a acetyl inh: PGC1a acetylation modulation, inhibitor mode; inhibition, % at 15.6 µM; hit rate 0.17% among 350,000; U2OS PGC1a acetylation, AlphaScreen anti-acetyl-lysine; with virally co-expressed GCN5 acetyltransferase;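 active = every replicate shows inhibition of at least 40%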;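 note: 0% = neutral control wells and 100% = positive control wells; some results beyond the cut were filed as inactive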
Statin myotox sup: suppression of simvastatin myotoxicity; rescue of ATP level, % at 7.49 µM; hit rate 0.78% among 330,000; C2C12 myotubes + simvastatin, ATP luminescence, 48 h; scaled: DMSO 0, geranylgeraniol control 100;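 active = mean ATP rescue above about 67%, or every replicate alone reaching that limit, limit read from the data, passing the limit was not always enough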;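 note: myotubes were challenged with 10 µM simvastatin during compound exposure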
PAX8 inh HTS: inhibitors of PAX8 transcriptional activity in RMG-I cells; AID 652154; RMG-I TPO-luciferase reporter, SteadyGlo, 24 h; inhibition, % at 12.6 µM; hit rate 1.2% among 360,000;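 active = mean replicate inhibition at least 60% with every replicate also reaching 60%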;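 note: luciferase light reporting Pax8 driven TPO promoter activity; plate controls were median of neutral control wells for no effect and mitoxantrone controls for full effect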
PglD inh: PglD (C. jejuni) enzyme inhibition; purified PglD enzyme, DTNB colorimetric CoA detection; inhibition, % at 12.5 µM; hit rate 0.098% among 360,000; AID 602405; in the data active = inhibition above about 16%, passing the limit was not always enough; note: strong numbers were not always called active
* hit, by the source's call; . = no result given; & = joins results of further samples.

SMILES	INS-1E GSIS act	ARNT-TACC3 inh	Cneo AK release	LGR2 inh	PGC1a acetyl inh	Statin myotox sup	PAX8 inh HTS	PglD inh
Cc1ccc(C)c(N(C(=O)CNC(=O)c2ccco2)C(C(=O)NC2CCCCC2)c2cccnc2)c1 (stereo not given)	7	1	1	18	1	56	-1	3
O=C(OCC(=O)N1CCCc2ccccc21)c1cc(Br)ccc1O	12	-19	.	4	.	.	8	.
O=C(Nc1ccc2c(c1)CCC2)c1ccc(F)cc1	-13	-2	-8	29	-6	-21	-130	3
Cc1nc(-c2ccc(C(=O)Nc3cccc(Br)c3)cc2)cs1	-4	5	.	-30	.	.	-14	.
CCc1nc2ccc(C(=O)N3CCN(c4ccccc4)CC3)cc2nc1CC	-20	-5	.	-39	.	.	1	.
O=C(CCN1CCOCC1)NNC(=O)/C(=C/c1ccccc1)NC(=O)c1ccccc1	33	2	.	8	.	.	16	.
O=C(CS(=O)CC(=O)N(CC(=O)NC1CCCC1)c1ccc2c(c1)OCCO2)Nc1ccc(F)cc1 (stereo not given)	.	-3	1	.	-1	5	.	-1
COc1ccc(C(=O)N/N=C(\C)CC(=O)Nc2ccc(Cl)cn2)cc1	9	-3	.	-16	.	.	-4	.
Cc1ccc(S(=O)(=O)NCCC(=O)NCC(c2cccs2)N(C)C)cc1C (stereo not given)	14	-4	0	-4	.	0	6	-1
O=C(C[C@@H]1CC[C@@H]2[C@H](COC[C@H](O)CN2CC2CCCC2)O1)NCC1CC1	11	.	.	2	-5	.	2	.
CC(C)CS(=O)(=O)C1=NN2C(=N)/C(=C\c3ccc(OC(=O)c4ccco4)cc3)C(=O)N=C2S1	-2	2	7	21	-5	15	-8	3
CNC[C@H]1Oc2c(NC(=O)Nc3ccccc3)cccc2C(=O)N([C@@H](C)CO)C[C@H]1C	1	0	55	1	-3	19	34	2
CCOC(=O)Nc1ccc2c(c1)N(C(=O)CCN1CCN(CCO)CC1)c1ccccc1CC2	33	-2	-2	5	18	8	.	-4
Cc1noc(C)c1S(=O)(=O)Nc1ccc2c(c1)C(=O)N([C@@H](C)CO)C[C@H](C)[C@@H](CN(C)Cc1ccc(-c3ccccc3)cc1)O2	-40	2	-2	11	-11	.	.	4
C[C@H](CO)N1C[C@H](C)[C@H](CN(C)CC2CC2)OCCCC[C@H](C)Oc2ccc(NC(=O)NC3CCCCC3)cc2C1=O	19	3	7	-2	2	.	12	0

Looked up above:
In INS-1E GSIS act, `CNC[C@H]1Oc2c(NC(=O)Nc3ccccc3)cccc2C(=O)N([C@@H](C)CO)C[C@H]1C` has the entry 1
In PGC1a acetyl inh, `CCOC(=O)Nc1ccc2c(c1)N(C(=O)CCN1CCN(CCO)CC1)c1ccccc1CC2` has the entry 18

(cont.)
SMILES	INS-1E GSIS act	ARNT-TACC3 inh	Cneo AK release	LGR2 inh	PGC1a acetyl inh	Statin myotox sup	PAX8 inh HTS	PglD inh
Cc1nc2ccccc2c(=O)n1/N=C/c1cccs1	23	-1	.	7	-12	.	-56	.
Cc1sc2ncn(CC(=O)NCc3ccco3)c(=O)c2c1-c1ccc(F)cc1	-5	2	.	16	.	.	2	.
CCCNC(=O)Nc1ccc2c(c1)C(=O)N(C)C[C@H](OC)[C@@H](C)CN(CCC(F)(F)F)[C@H](C)CO2	-5	.	.	-12	6	-15	.	.
COc1ccccc1N1C(N)=NC(N)=NC12CCCCC2	9	3	4	9	6	1	-5	-5
CNC[C@H]1Oc2ccc(NC(=O)NC(C)C)cc2C(=O)N([C@H](C)CO)C[C@@H]1C	9	-15	11	-8	2	-3	1	1
CCOC(=O)C1C(=O)NC(N2CCOCC2)=NC1c1ccco1 (stereo not given)	.	-11	0	.	-2	-5	.	-4
N/C(=N\OC(=O)Cc1ccccc1)c1cccc(Br)c1	-8	-3	.	-36	1	.	-74	.
C[C@H](CO)N1C[C@H](C)[C@H](CN(C)CC2CCCCC2)Oc2ccc(NC(=O)Cn3cnnn3)cc2CC1=O	9	11	5	8	7	10	4	1
CCCCN(CCCC)CCCNC(=O)C12CN(Cc3ccccc3)CC1C(c1cccc([N+](=O)[O-])c1)=NO2 (stereo not given)	.	-2	-1	4	.	-5	-2	0
Nc1c(Cl)cc(-c2csc(N3CCCC3c3nc4cc(Cl)c(Cl)cc4n3CCOCCO)n2)cc1Cl (stereo not given)	.	-4	15	-6	.	-6	-17	7
COC(=O)c1ccc(CSc2nncn2N)cc1	3	-5	-4	-4	1	2	-19	-10
CO[C@H]1C=CO[C@@]2(C)Oc3c(C)c(O)c4c(O)c(c(C=NN5CCN(C)CC5)c(O)c4c3C2=O)NC(=O)C(C)=CC=C[C@H](C)[C@H](O)[C@@H](C)[C@@H](O)[C@@H](C)[C@H](OC(C)=O)[C@@H]1C	.	12	-1	.	.	2	19	0
C[C@@H]1CN([C@@H](C)CO)C(=O)c2cc(C3=CCCC3)cnc2O[C@H]1CN(C)C(=O)c1ccncc1	20	-7	-3	-2	-39	29	.	0
Cc1noc(C)c1S(=O)(=O)Nc1ccc2c(c1)C(=O)N([C@@H](C)CO)C[C@@H](C)[C@H](CN(C)C(=O)Cc1ccccc1)OCCCC[C@@H](C)O2	-13	-7	1	6	-12	49	4	-1
COc1ccc(CNC(=O)C[C@@H]2CC[C@@H](NC(=O)Nc3ccc4c(c3)OCO4)[C@@H](CO)O2)cc1	3	5	3	-14	-2	16	3	0

Seven compounds out of the list above, ordered by the value under ARNT-TACC3 inh, low to high.
mol,ARNT-TACC3 inh
Cc1noc(C)c1S(=O)(=O)Nc1ccc2c(c1)C(=O)N([C@@H](C)CO)C[C@@H](C)[C@H](CN(C)C(=O)Cc1ccccc1)OCCCC[C@@H](C)O2,-7
COc1ccc(C(=O)N/N=C(\C)CC(=O)Nc2ccc(Cl)cn2)cc1,-3
CNC[C@H]1Oc2c(NC(=O)Nc3ccccc3)cccc2C(=O)N([C@@H](C)CO)C[C@H]1C,0
Cc1ccc(C)c(N(C(=O)CNC(=O)c2ccco2)C(C(=O)NC2CCCCC2)c2cccnc2)c1 (stereo not given),1
Cc1noc(C)c1S(=O)(=O)Nc1ccc2c(c1)C(=O)N([C@@H](C)CO)C[C@H](C)[C@@H](CN(C)Cc1ccc(-c3ccccc3)cc1)O2,2
C[C@H](CO)N1C[C@H](C)[C@H](CN(C)CC2CC2)OCCCC[C@H](C)Oc2ccc(NC(=O)NC3CCCCC3)cc2C1=O,3
Cc1nc(-c2ccc(C(=O)Nc3cccc(Br)c3)cc2)cs1,5

Going on with the list:
SMILES	INS-1E GSIS act	ARNT-TACC3 inh	Cneo AK release	LGR2 inh	PGC1a acetyl inh	Statin myotox sup	PAX8 inh HTS	PglD inh
O=C(O)c1ccc(S(=O)(=O)c2ccc3c(c2)C(=O)N(c2ccc(Br)cc2)C3=O)cc1	18	2	-1	5	.	6	-10	1
Cc1cc(=O)[nH]c(N/N=C/c2c(F)c(F)c(F)c(F)c2F)n1	-2	-22	0	10	0	12	-3	12
O=C(NCC[C@H]1CC[C@H](NS(=O)(=O)c2cccc(F)c2)[C@H](CO)O1)C1CC1	-9	-1	-3	20	10	0	8	0
CC(=O)NC(c1ccc(F)c(F)c1)c1nc(-c2cnn(C)c2)cs1 (stereo not given)	4	.	1	6	7	9	-13	2
CCOc1ccc2[nH]c3c(N4CCN(c5ccccn5)CC4)ncnc3c2c1	.	19	1	.	-23	-45	.	3
Cc1ccc(S(=O)(=O)N(C)C[C@H]2Oc3ccc(NC(=O)C4CCCCC4)cc3CC(=O)N([C@@H](C)CO)C[C@@H]2C)cc1	-6	-2	15	5	4	25	.	11
COc1ccc(NC(=O)Nc2ccc3c(c2)CC(=O)N([C@@H](C)CO)C[C@H](C)[C@H](CN(C)C(=O)Nc2ccc4c(c2)OCO4)O3)cc1	-4	-7	-1	-11	-3	-3	-25	-1
Cc1ccc(C(=O)/C=C/c2ccc3ncccc3c2)cc1	.	-2	0	-34	-13	-5	-16	2
O=C1CN2C(=N1)N(Cc1ccccc1)c1ccccc12	.	-5	-2	.	-2	.	11	1
CSc1nc(C)cc(OCC(=O)N/N=C/c2ccccc2O)n1	-17	49*	.	11	.	.	28	.
CC1=CC(C)(C)Nc2ccccc21	7	.	-1	-11	5&-5	3	.	3
CN(C)C(=O)c1ccc(=O)n(Cc2ccc(Cl)cc2Cl)c1	2	-20	1	2	0	4	14	3
CCOc1ccccc1C(=O)NCC(=O)OCc1csc(CC(=O)Nc2ccc(C)cc2)n1	.	-2	-1	.	.	5	-41	-1
CO[C@@H]1CN(C)C(=O)c2ccc(NS(=O)(=O)CC(F)(F)F)cc2OC[C@@H](C)N(C(=O)NC(C)C)C[C@H]1C	-5	.	.	18	-61	7	.	.
CC(C)CNS(=O)(=O)c1ccc(S(=O)(=O)N2CCN(CCC#N)CC2)cc1	10	0	0	-3	-4	-7	1	-2

Three structures from above, sorted by number of heavy atoms, highest first:
SMILES	INS-1E GSIS act	ARNT-TACC3 inh	Cneo AK release	LGR2 inh	PGC1a acetyl inh	Statin myotox sup	PAX8 inh HTS	PglD inh
CCOc1ccc2[nH]c3c(N4CCN(c5ccccn5)CC4)ncnc3c2c1	.	19	1	.	-23	-45	.	3
O=C(NCC[C@H]1CC[C@H](NS(=O)(=O)c2cccc(F)c2)[C@H](CO)O1)C1CC1	-9	-1	-3	20	10	0	8	0
Cc1cc(=O)[nH]c(N/N=C/c2c(F)c(F)c(F)c(F)c2F)n1	-2	-22	0	10	0	12	-3	12

Carrying on:
SMILES	INS-1E GSIS act	ARNT-TACC3 inh	Cneo AK release	LGR2 inh	PGC1a acetyl inh	Statin myotox sup	PAX8 inh HTS	PglD inh
Cc1cccc2sc(N3CCN(C(=O)c4cccs4)CC3)nc12	2	0	-2	-2	-51	7	-23	0
CC1CCc2c(sc3nc4n(c(=O)c23)CCS4)C1 (stereo not given)	.	-7	0	.	.	-3	-143	-8
CC(C)CC#Cc1cnc2c(c1)C(=O)N([C@H](C)CO)C[C@H](C)[C@@H](CN(C)C(=O)CCN1CCCCC1)O2	-16	-1	7	-11	1	2	.	-7
COc1ccc(NC(=O)Nc2ccc3c(c2)C(=O)N([C@H](C)CO)C[C@H](C)[C@H](CN(C)C(=O)C2CCCCC2)OCCCC[C@H](C)O3)cc1	-8	-13	1	29	4	71*	26	4
COc1ccc(S(=O)(=O)Nc2ccc3c(c2)C(=O)N([C@@H](C)CO)C[C@H](C)[C@@H](CN(C)C(=O)Nc2ccc(C(F)(F)F)cc2)OCCCC[C@H](C)O3)cc1	3	4	-1	18	9	.	65*	-2
COc1ccc(N(CC(=O)NC2CCCCC2)C(=O)CNC(=O)c2cccs2)cc1	-5	2	1	-3	-4	-33	2	-2
Cc1nn2c(-c3ccc(F)cc3)ccnc2c1Br	-4	-6	1	-6	.	-12	-9	6
C[C@@H]1CCCCO[C@@H](CN(C)CC2CC2)[C@H](C)CN([C@H](C)CO)C(=O)c2cc(NC(=O)C3CCCCC3)ccc2O1	-11	1	12	-6	-21	.	1	-6
CCOCCCN(C(=O)c1snc(C(N)=O)c1N)C(C(=O)NC(C)(C)C)c1ccc(Cl)cc1 (stereo not given)	-9	-2	-1	-1	17	0	18	-1
CCOC(=O)C(=Cc1ccc(-n2ccnc2)cc1)C(=O)OCC	-38	-5	2	50	6	1	32	1
O=C1NC(=S)N/C1=C/c1ccc2ccccc2c1	-4	-1	2	-12	.	-7	-21	3
COc1ccc(-n2nc(N)c(C(N)=O)n2)cc1	-6	.	.	-1	-14	.	-25	.
O=C(C=Cc1ccccc1Cl)c1ccccc1	-5	-6	0	-43	-3	-4	-37	-3
COC(=O)/C=C/c1cc(F)ccc1S(=O)(=O)NC(C)(C)C	6	1	-1	-3	-8	7	-2	-1
C[C@H]1CCCCO[C@@H](CN(C)S(=O)(=O)c2cccs2)[C@@H](C)CN([C@@H](C)CO)C(=O)c2cc(NC(=O)Nc3ccc(C(F)(F)F)cc3)ccc2O1	10	-4	-1	17	10	-121	59	3
COc1ccc2c(ccn2S(=O)(=O)c2ccccc2)c1	3	-12	1	6	.	7	-1	5

Screening results (PubChem BioAssay)
